Screening data as filed in PubChem BioAssay.
INS-1E GSIS act: primary screen for activators of insulin secretion dependent on glucose, INS-1E cells, GLuc reporter luminescence; INS-1E GLuc reporter insulin secretion, 2-3 h; activation, % at 16.6 µM; actives 0.61% (n = 370,000);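 active = lowest replicate activation of at least 40%, so every replicate reaches that level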;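 also: 0% = median of neutral control wells and 100% = median of IBMX positive control wells; some compounds called inactive have numbers as strong as hits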
F508del corr: CFTR F508del correction in bronchial cells. CFBE cells, YFP halide quenching; stimulated with forskolin plus potentiator P3; % fluorescence drop versus neutral controls. activity (quench increase), % at 7.58 µM. actives 0.36% (n = 350,000);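 active = mean added fluorescence quench of at least 8% versus neutral control, with both replicates also reaching 8%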;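 also: cells transiently co-express mutant CFTR-F508del with the halide-sensitive YFP; corrector assay measuring rescue of mutant channel to the surface after 24 h compound exposure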
C2C12 statin: suppression of simvastatin myotoxicity; C2C12 myotubes + simvastatin, ATP luminescence, 48 h; scaled: DMSO 0, geranylgeraniol control 100; rescue of ATP level, % at 7.49 µM; actives 0.78% (n = 330,000); AID 602340;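 active = mean ATP rescue above about 67%, or every replicate alone reaching that limit, limit read from the data, passing the limit was not always enough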;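 also: myotubes were challenged with 10 µM simvastatin during compound exposure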
FN deposit inh: fibronectin deposition inhibition; AH1F fibroblasts, Alexa488-fibronectin deposition fluorescence, overnight; inhibition, % at 12.6 µM; actives 0.086% (n = 350,000); AID 743247;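 active = mean inhibition across replicates of 30% or more, regardless of how many single replicates reach that level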;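 also: positive control wells lacked labelled fibronectin entirely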
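Measured by – fluorescence 485/525 nm · System – AH1F fibroblast monolayer, labelled fibronectin deposition · Amount – 10000 cells per well · Buffer or medium – serum-reduced DMEM (2% serum) · Doses – single dose, pinned · Also added – fluorescent fibronectin at 24 nM final · Schedule – 1 h cell attachment, overnight exposure to compound and label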
PGC1a acetyl inh: modulators of PGC1a acetylation; U2OS PGC1a acetylation, AlphaScreen anti-acetyl-lysine; with virally co-expressed GCN5 acetyltransferase; inhibition, % at 15.6 µM; actives 0.17% (n = 350,000); AID 651687;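 active = every replicate shows inhibition of at least 40%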;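 also: 0% = neutral control wells and 100% = positive control wells; some results beyond the cut were filed as inactive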
miR-122 sensor: blocks miR-122 activity in Huh7 sensor cells. activation (reporter increase), % at 12.5 µM. actives 0.3% (n = 340,000). AID 602342. Huh7 miR-122 Renilla luciferase sensor, 48 h; neutral wells = 0, positive control = 100;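 active = mean replicate activation score at least 90 and every replicate individually at or above 90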;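 also: higher luciferase means less miR-122 activity so hits act as miR-122 inhibitors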
Cneo AK release: causes C. neoformans cell lysis. adenylate kinase release luminescence, 4 h; normalised: neutral wells 0, clomiphene wells 100. lysis activity, % at 15 µM. actives 0.2% (n = 360,000). AID 651654;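 active = mean lysis activity across replicates of at least 80%, whatever share of replicates individually reach that level; inactive = mean lysis activity below 80%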
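Material: C. neoformans cells; Schedule: 4 h static compound exposure, 37 °C, read 1 h post-reagent; Measured by: adenylate kinase release luminescence; Read-out: signal increase indicating cell lysis; Controls: Clomiphene as positive lysis control.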
PglD DTNB: inhibitors of Campylobacter jejuni PglD acetyltransferase | purified PglD enzyme, DTNB colorimetric CoA detection | inhibition, % at 12.5 µM | actives 0.098% (n = 360,000); in the data active = inhibition above about 16%, passing the limit was not always enough; also: strong numbers were not always called active
Active calls of the source: *; x = not tested or not shown; [ ] = remark or other dose.

SMILES	INS-1E GSIS act	F508del corr	C2C12 statin	FN deposit inh	PGC1a acetyl inh	miR-122 sensor	Cneo AK release	PglD DTNB
Cc1ccc(C2CC(c3cccs3)=NN2C(=O)CSC2=NCCS2)cc1 (stereo not drawn)	2	1.5	x	-6	x	x	-5	x
S=C(NCc1ccccc1)NC1CCSc2ccccc21 (stereo not drawn)	-9	2.1	x	1	x	30	8	-2
C[C@H]1CN([C@@H](C)CO)C(=O)c2cccc(NC(=O)C3CCCCC3)c2O[C@H]1CN(C)C(=O)Nc1cccc2ccccc12	-5	4.2	-48	x	14	1[16.7 µM]	-1	1
O=C(C[C@@H]1CC[C@@H]2[C@H](COC[C@@H](O)CN2C(=O)c2ccccc2F)O1)NCc1ccc(-c2ccccc2)cc1	-23	-2.1	-5	8	1	-9[16.7 µM]	-2	-3
Cc1ccc(C(=O)Nc2c(C)n(C)n(-c3ccccc3)c2=O)cc1S(=O)(=O)N1CCCCC1	-11	0.3	6	1	1	-8	2	-1
CCN(C[C@H]1N[C@@](C)(C(=O)OC)[C@H]2C(=O)N(Cc3ccccc3)C(=O)[C@@H]12)S(=O)(=O)c1ccc(C(C)(C)C)cc1	-28	-4.1	0	12	-14	-10	2	1
Clc1ccc(N2CCN(Cc3ccc(Br)o3)CC2)cc1	-31	2.1	7	-6	-1	-3	-8	-4
COc1ccccc1NS(=O)(=O)c1ccc2c(c1)n(C)c(=O)n2C	1	0.2	-10	x	15	3	0	-8
Cc1ccsc1-c1cc(C(=O)O)c2c(ccc3ccccc32)n1	-6	2.5	9	3	9	14	-5	0
Cc1cccc2[nH]c(CN(C)C(=O)C3CCC(=O)N(CCc4ccccc4)C3)nc12 (stereo not drawn)	-7	2.0	-13	-4	-5	-8	-2	-3
Cc1cccc(NC(=S)NN2CCN(C)CC2)c1	29	x	-17	x	3	-5	1	2
COC(=O)c1ccc(C(=O)OC)c(NC(=O)CN(C)Cc2ccccc2)c1	-15	4.0	x	-6	-10	6	25	x
COC(=O)c1[nH]c2cc(OC)c(OC)cc2c1NC(=O)CN1C[C@H]2C[C@@H](C1)c1cccc(=O)n1C2	8	-4.1	7	x	-20	-5	0	-1
O=C(C[C@@H]1CC[C@H]2[C@@H](COC[C@H](O)CN2C(=O)c2cnccn2)O1)NCc1ccc(F)cc1	12	-0.1	-12	-1	-1	-4[16.7 µM]	-2	-1
CCc1ccc(CNC(=O)Cc2ccc(NC(=O)C3=C(C)OCCS3)cc2)cc1	x	5.0	-32	-23	-20	82	-2	0

Nothing new here: an excerpt of the list.
SMILES	INS-1E GSIS act	F508del corr	C2C12 statin	FN deposit inh	PGC1a acetyl inh	miR-122 sensor	Cneo AK release	PglD DTNB
C[C@H]1CN([C@@H](C)CO)C(=O)c2cccc(NC(=O)C3CCCCC3)c2O[C@H]1CN(C)C(=O)Nc1cccc2ccccc12	-5	4.2	-48	x	14	1[16.7 µM]	-1	1
O=C(C[C@@H]1CC[C@@H]2[C@H](COC[C@@H](O)CN2C(=O)c2ccccc2F)O1)NCc1ccc(-c2ccccc2)cc1	-23	-2.1	-5	8	1	-9[16.7 µM]	-2	-3
Cc1ccc(C(=O)Nc2c(C)n(C)n(-c3ccccc3)c2=O)cc1S(=O)(=O)N1CCCCC1	-11	0.3	6	1	1	-8	2	-1
CCN(C[C@H]1N[C@@](C)(C(=O)OC)[C@H]2C(=O)N(Cc3ccccc3)C(=O)[C@@H]12)S(=O)(=O)c1ccc(C(C)(C)C)cc1	-28	-4.1	0	12	-14	-10	2	1
Clc1ccc(N2CCN(Cc3ccc(Br)o3)CC2)cc1	-31	2.1	7	-6	-1	-3	-8	-4
COc1ccccc1NS(=O)(=O)c1ccc2c(c1)n(C)c(=O)n2C	1	0.2	-10	x	15	3	0	-8
Cc1ccsc1-c1cc(C(=O)O)c2c(ccc3ccccc32)n1	-6	2.5	9	3	9	14	-5	0
Cc1cccc2[nH]c(CN(C)C(=O)C3CCC(=O)N(CCc4ccccc4)C3)nc12 (stereo not drawn)	-7	2.0	-13	-4	-5	-8	-2	-3
Cc1cccc(NC(=S)NN2CCN(C)CC2)c1	29	x	-17	x	3	-5	1	2
COC(=O)c1ccc(C(=O)OC)c(NC(=O)CN(C)Cc2ccccc2)c1	-15	4.0	x	-6	-10	6	25	x
COC(=O)c1[nH]c2cc(OC)c(OC)cc2c1NC(=O)CN1C[C@H]2C[C@@H](C1)c1cccc(=O)n1C2	8	-4.1	7	x	-20	-5	0	-1
O=C(C[C@@H]1CC[C@H]2[C@@H](COC[C@H](O)CN2C(=O)c2cnccn2)O1)NCc1ccc(F)cc1	12	-0.1	-12	-1	-1	-4[16.7 µM]	-2	-1
CCc1ccc(CNC(=O)Cc2ccc(NC(=O)C3=C(C)OCCS3)cc2)cc1	x	5.0	-32	-23	-20	82	-2	0

Next compounds follow:
SMILES	INS-1E GSIS act	F508del corr	C2C12 statin	FN deposit inh	PGC1a acetyl inh	miR-122 sensor	Cneo AK release	PglD DTNB
CCC(=O)N1CC2(CCN(Cc3ccccc3Cl)CC2)c2c([nH]c3cc(OC)ccc23)[C@@H]1CO	-7	0.9	x	12	3	x	x	x
COc1ccc(C(C(=O)NC2CCCC2)N(C(=O)c2snc(-c3ccc(F)cc3)c2N)c2cccc(F)c2)cc1 (stereo not drawn)	x	x	-61	x	x	-10	0	-8
Cc1ccc(S(=O)(=O)Nc2cccc3c2O[C@@H](CN(C)Cc2ccc(C(=O)O)cc2)[C@@H](C)CN([C@H](C)CO)C3=O)cc1	9	1.0	-1	x	7	2[16.7 µM]	-3	-4
Cc1cccc(/C=N/NC(=O)c2cc(C3CC3)nc3ccccc23)n1	5	2.6	0	1	2	2	2	-1
COCC(=O)Nc1ccc2c(c1)[C@H]1C[C@H](CC(=O)NCc3ccc(Cl)cc3)O[C@@H](CO)[C@H]1O2	-3	0.7	5	-4	-1	-6[16.7 µM]	6	x
Cc1c(C(=O)N2CCOCC2)oc2ccc(S(=O)(=O)N3CCCC3)cc12	x	x	121*	-5	-1	-7	0	-1
COCCN(C[C@@H]1N[C@@H](CO)[C@H]1c1ccc(-c2ccccc2)cc1)C(C)=O	-12	0.8	16	4	-2	7[16.7 µM]	-1	-1
COc1ccc(-c2cccc(-c3nc4ccc(Cl)cn4c3NC3CCCCC3)c2)cc1	x	-1.8	-1	-2	-6	0	-2	-3
CCN1C(=O)Nc2cccc3cccc1c23	7	-0.9	x	4	x	-3	-1	-3
C=C(C)Cn1c(SCC(=O)NCc2ccco2)nc2sc3c(c2c1=O)CCC3	x	x	15	14	48	5	0	4
CC1(C(=O)NC2CCCCC2)CCC(=O)N1CCOc1ccccc1 (stereo not drawn)	9	-0.4	-6	-1	-13	2	6	4
CO[C@@H]1CN(C)C(=O)c2ccc(NC(=O)C3CC3)cc2OC[C@@H](C)NC[C@H]1C	13	-0.5	-1	7	-4	x	-13	-1
CCOC(=O)C1CCN(c2c(N3CCCCCC3)c(=O)c2=O)CC1	-1	0.7	-17	-5	-2	3	2	3
COc1cccc(-n2nnnc2SCC(=O)Nc2ccc3c(c2)OCCO3)c1	x	x	-6	x	-4	10	1	-5
CCNC(=O)C[C@@H]1CC[C@H]2[C@@H](COC[C@H](O)CN2C(=O)c2cccnc2)O1	23	-4.1	-3	-7	-7	-2[16.7 µM]	-6	0
O=C(NCCOc1ccccc1F)c1cccc(S(=O)(=O)N2CCN(c3ccccc3)CC2)c1	-8	-3.1	12	0	x	10	-5	0
Cc1ccc(NC(=O)C2CCCN(c3ncccn3)C2)cc1F (stereo not drawn)	-7	x	-4	1	x	10	-6	0
Cn1c(SCC(=O)N2CCOCC2)nnc1-c1cccc(NC(=O)c2ccccc2F)c1	1	-1.5	-10	x	1	3	-2	-2
CCOc1ccc(Cc2nc(N)nc(N)n2)cc1	x	x	-5	-1	-3	-5	0	-5
O=C(O)C1CC(=O)N(c2ccc(F)cc2)C1 (stereo not drawn)	x	x	-11	-6	2	-1	-5	4
CCOc1ccc(C2=CSC3=NCCN23)cc1	x	-2.1	5	-14	11	-3	5	2
COc1ccc(NC(=O)N(C)C[C@@H]2Oc3ccc(NS(=O)(=O)c4ccc(C)cc4)cc3CC(=O)N([C@H](C)CO)C[C@H]2C)cc1	5	-1.2	-8	x	-5	3[16.7 µM]	x	x
Cc1ccc(NC(=O)c2cc3nc(C)cc(C)n3n2)cc1	10	x	-32	-2	-31	-13	1	-2
CCCN(C)C[C@H]1Oc2cc(C#Cc3cccc(F)c3)ccc2S(=O)(=O)N([C@@H](C)CO)C[C@H]1C	-10	0.1	-17	15	-4	9[16.7 µM]	-1	-1
COc1cc(OC)cc(-c2c(-c3ccc(F)cc3)c3cc(-c4ccc(SC)cc4)ccc3n2C)c1	8	2.3	-4	-8	1	1	0	0
O=C(C[C@H]1CC[C@@H](NC(=O)CC2CC2)[C@H](CO)O1)NCc1ccc(-c2ccccc2)cc1	7	2.1	17	-6	-7	x	-1	-3
O=C(Nc1ccnn1C1CCN(C(=O)c2cnsn2)CC1)c1cccc(F)c1	24	0.4	x	-5	-1	-7	-2	1
CSc1ccc(C2N=C(c3ccccc3)NO2)cc1 (stereo not drawn)	x	x	13	x	x	2	-1	-2
O=C(Nc1nnc(SCc2ccccc2F)s1)C1=COCCO1	16	-1.2	-1	x	x	x	-3	-5
C[C@@H]1CN([C@@H](C)CO)C(=O)c2cccc(NC(=O)c3cnccn3)c2O[C@@H]1CN(C)Cc1ccncc1	25	-1.9	-28	-12	3	-5[16.7 µM]	-2	-2
CCOC(=O)/C=C/S(=O)(=O)c1ccc(NC(C)=O)cc1	x	x	-231	4	x	-13	0	-3
Cc1nn(CC(=O)N(C)c2c(N)n(Cc3ccccc3)c(=O)[nH]c2=O)c(C)c1[N+](=O)[O-]	11	3.2	9	7	5	-6	-1	3
C[C@@H]1CN([C@H](C)CO)C(=O)c2cc(Br)cnc2O[C@H]1CN(C)C(=O)C1CCCCC1	2	1.1	-9	x	-13	-6[16.7 µM]	-2	-2
CCOc1ccc(CCNC(=O)CN2C(=O)NC3(CCc4ccccc43)C2=O)cc1OCC (stereo not drawn)	-30	0.0	0	x	1	-5	-2	-4
CO[C@@H]1CN(C)C(=O)c2ccc(NC(=O)C3CC3)cc2OC[C@@H](C)N(C(=O)c2cnccn2)C[C@H]1C	-8	0.7	1	-10	4	-2[16.7 µM]	0	-2
O=c1c2cc(NC(=S)NC3CC3)ccc2nc2n1CCCCC2	5	1.1	x	3	-6	x	3	2
COc1ccc(Cl)cc1NC(=O)CSc1nc(=O)n(CCN(C)C)c2c1CCCC2	7	-1.5	-3	9	x	x	1	0
Cc1cccc(NC(=O)C(=O)C2C(=O)Nc3ccccc32)c1 (stereo not drawn)	3	0.6	x	4	4	0	1	-7
CCN(CC)S(=O)(=O)c1cc(Cl)ccc1OC	-3	-1.0	9	3	-7	-1	x	x
NCC(=O)Nc1ccc(Br)cc1	3	1.7	7	0	-2	1	-2	1
CC[C@]12c3[nH]c4cc(-c5ccco5)ccc4c3CCN1C(=O)[C@@H](CC(=O)NCCCN(C)C)C[C@@H]2C(=O)N1CCN(C(=O)C2CC2)CC1	1	-3.6	13	1	x	-1	-2	4
CC=Cc1ccc2n(c1=O)C[C@@H]1[C@@H](CO)[C@H](C(=O)N(C)C)N(CC3CCOCC3)[C@H]21 (mixture of isomers)	9	2.5	-3	x	x	-2[16.7 µM]	0	-3
COCCNC(=O)NC(=O)CSc1nc(C)c(C)c(C)n1	-3	-0.5	5	12	-1	4	2	1
CC(=O)Nc1nc(C)nc(-c2ccccc2)c1C(C)=O	x	x	x	-7	6	-8	3	-1
